TEAD-YAP inh – TEAD-YAP interaction inhibition | HEK-TIYL cells, TEAD-Gal4/YAP UAS-luciferase luminescence | inhibition, % at 9.12 µM | 1.4% of 640,000 active | AID 1259422; in the data active = inhibition above about 32%;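 also: 0% = median of test compound wells and 100% = reference inhibitor wells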
MITF primary – blocks human microphthalmia-associated transcription factor. O75030. AlphaScreen MITF homodimerization, bead proximity signal. inhibition, % at 2.6 µM. 0.91% of 650,000 active. AID 1259374; in the data active = inhibition above about 50%;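 also: 0% = vehicle wells with protein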
GPR151 activ – human GPR151 activation; PathHunter beta-arrestin GPR151 cells, luminescence; AID 1508602; 1% of 650,000 active; activation, % at 11.2 µM; Q8TDV0; in the data active = activation above about 4.9%;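 also: 0% = median of compound wells and 100% = cells with positive control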
FBW7 activator – human FBW7 E3 ligase activation, primary screen; AlphaScreen FBW7–phospho-cyclin E peptide binding, activator screen; normalized activity (activation), % at 26.1 µM; 0.13% of 650,000 active; Q969H0; in the data active = normalized activity above about 1.9%;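 also: purified mutant Fbw7 with reduced substrate affinity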
Target sequence (Q969H0 whole entry, looked up): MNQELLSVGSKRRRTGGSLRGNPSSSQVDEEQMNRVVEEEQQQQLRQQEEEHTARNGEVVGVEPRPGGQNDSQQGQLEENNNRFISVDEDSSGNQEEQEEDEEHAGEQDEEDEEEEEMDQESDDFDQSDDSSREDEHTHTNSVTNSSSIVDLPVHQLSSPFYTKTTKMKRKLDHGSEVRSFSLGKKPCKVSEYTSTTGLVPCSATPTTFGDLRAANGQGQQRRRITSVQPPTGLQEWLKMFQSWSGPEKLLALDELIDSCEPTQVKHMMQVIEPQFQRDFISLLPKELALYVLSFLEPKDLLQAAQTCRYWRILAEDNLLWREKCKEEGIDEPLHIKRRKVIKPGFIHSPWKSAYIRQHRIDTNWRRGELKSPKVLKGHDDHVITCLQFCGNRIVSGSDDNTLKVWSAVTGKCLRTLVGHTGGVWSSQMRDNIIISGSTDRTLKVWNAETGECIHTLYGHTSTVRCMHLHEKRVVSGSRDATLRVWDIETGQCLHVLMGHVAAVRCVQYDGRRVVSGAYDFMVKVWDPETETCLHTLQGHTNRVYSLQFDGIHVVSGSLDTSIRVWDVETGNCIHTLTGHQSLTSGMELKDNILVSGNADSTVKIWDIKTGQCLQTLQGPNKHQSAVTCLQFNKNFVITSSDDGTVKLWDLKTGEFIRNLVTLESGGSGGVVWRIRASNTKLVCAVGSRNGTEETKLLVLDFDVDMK
The depositor's hits bear a star.

For CC(C)[C@H](NC(=O)c1ccco1)C(=O)OCC(=O)Nc1cccc(F)c1 the results were TEAD-YAP inh 4, MITF primary -2, GPR151 activ 3.0 and FBW7 activator 0.1.
Cc1ccccc1C(=O)NCCn1cc(SCC(=O)Nc2ccc3c(c2)OCO3)c2ccccc21 was read as TEAD-YAP inh -9, MITF primary 2, GPR151 activ 0.8 and FBW7 activator 0.4.
COc1ccc(-c2nnc(SCC(=O)N3CC(C)CC(C)C3)o2)cc1 (stereo not given) was read as TEAD-YAP inh 2, MITF primary 12, GPR151 activ -2.1 and FBW7 activator 0.0.
Screening COCCN(C(=O)CNC(=O)c1cccs1)C(C(=O)NC1CCCCC1)c1ccco1 (stereo not given) returned TEAD-YAP inh -6, MITF primary -10, GPR151 activ -0.8 and FBW7 activator 0.1.
`COc1cccc(-n2nc(C(=O)Nc3ccc(C)cc3Br)c3ccccc3c2=O)c1` gave TEAD-YAP inh -1, MITF primary -2, GPR151 activ 0.9 and FBW7 activator -0.1.
For Cc1cc2c(c(=O)o1)C(c1cccc(C(F)(F)F)c1)C(C(=O)OC(C)C)=C(N)O2 (stereo not given) the results were TEAD-YAP inh 1, MITF primary -1, GPR151 activ 0.0 and FBW7 activator -0.2.
For Cc1nc(-c2c(C(F)(F)F)oc3c4c(ccc3c2=O)OCCO4)cs1 the results were TEAD-YAP inh -21, MITF primary -1, GPR151 activ -0.3 and FBW7 activator -0.2.
CC1=C(C(N)=O)C(c2cccc(F)c2)n2ncnc2N1 (stereo not given) was read as TEAD-YAP inh 7, MITF primary 1, GPR151 activ -0.5 and FBW7 activator 0.0.
For NC(=O)c1ccsc1NC(=O)CN1C(=O)NC2(CCCC2)C1=O the results were TEAD-YAP inh -4, MITF primary 21, GPR151 activ -2.1 and FBW7 activator 0.5.
Screening CCCC1(C(=O)O)NC(c2ccccc2O)C2C(=O)N(c3cccc(Cl)c3)C(=O)C21 (stereo not given) returned TEAD-YAP inh 4, MITF primary -17, GPR151 activ -1.0 and FBW7 activator -0.2.
Screening CCOC(=O)CSc1cc(C)nc(N)n1 returned TEAD-YAP inh 9, MITF primary -5, GPR151 activ -0.5 and FBW7 activator -0.1.
`COC(=O)c1ccc(N2C(=O)CC(NCc3ccc(OC)c(OC)c3)C2=O)cc1` (stereo not given) gave TEAD-YAP inh 7, MITF primary 10, GPR151 activ 0.9 and FBW7 activator 0.1.
For COc1cc([N+](=O)[O-])ccc1NC(=O)CCN1C(=O)C2C3CCC(C3)C2C1=O (stereo not given) the results were TEAD-YAP inh 6, MITF primary 14, GPR151 activ 0.4 and FBW7 activator 0.3.
O=C(CN1CCN(S(=O)(=O)c2cccc([N+](=O)[O-])c2)CC1)Nc1ccccc1F was read as TEAD-YAP inh 5, MITF primary 5, GPR151 activ 0.3 and FBW7 activator 0.0.
For COCCNc1nc(-c2ccc(Cl)cc2)ccc1C(=O)Nc1cccc(OC)c1 the results were TEAD-YAP inh 6, MITF primary 10, GPR151 activ -0.3 and FBW7 activator 1.0.
`COc1ccc(C2CC(=O)C3=C(C2)NC(=O)CC3c2ccc(C(F)(F)F)cc2)cc1OC` (stereo not given) gave TEAD-YAP inh 1, MITF primary 7, GPR151 activ 0.7 and FBW7 activator -0.1.
O=C(CN1C(=O)NC2(CCc3ccccc3C2)C1=O)Nc1ccccc1Oc1ccccc1 (stereo not given) was read as TEAD-YAP inh -3, MITF primary 2, GPR151 activ 0.9 and FBW7 activator 0.0.
Cc1nn(C)c(Cl)c1S(=O)(=O)Nc1cccc2ccccc12 was read as TEAD-YAP inh 6, MITF primary 15, GPR151 activ 0.3 and FBW7 activator 0.0.
`COC(=O)c1cc2sccc2n1CC(=O)Cc1ccc(OC)cc1OC` gave TEAD-YAP inh 50*, MITF primary 14, GPR151 activ -0.7 and FBW7 activator 0.4.
`Cc1ccc2cc(C)c(N3CCOCC3)nc2c1` gave TEAD-YAP inh -7, MITF primary 4, GPR151 activ 0.5 and FBW7 activator 0.8.
Screening CC(C)CNC(=O)c1ccc(CN2CCc3ccccc3C2)cc1 returned TEAD-YAP inh 0, MITF primary -3, GPR151 activ 3.9 and FBW7 activator -0.2.
For N#CCCN1CCN(Cn2c(=S)sc3ccccc32)CC1 the results were TEAD-YAP inh -3, MITF primary 9, GPR151 activ -0.4 and FBW7 activator -0.2.
Screening O=C(CSc1nc2c(c(=O)n1CCc1ccccc1)SCC2)NC1CCCCC1 returned TEAD-YAP inh -4, MITF primary -3, GPR151 activ 0.2 and FBW7 activator 0.0.
Screening COCCNc1oc(-c2ccccc2)nc1S(=O)(=O)c1ccc(Cl)cc1 returned TEAD-YAP inh -2, MITF primary 4, GPR151 activ -1.4 and FBW7 activator -0.9.
Screening O=C(COc1ccccc1Cl)N1CCCCC1 returned TEAD-YAP inh -9, MITF primary -2, GPR151 activ -0.9 and FBW7 activator 0.0.
For COc1ccc2c(C)c(C)c(=O)oc2c1OC the results were TEAD-YAP inh -21, MITF primary 8, GPR151 activ -1.9 and FBW7 activator 0.4.
Screening O=C(CNc1n[nH]c(=O)[nH]c1=O)N/N=C/c1ccc2c(c1)OCO2 returned TEAD-YAP inh 1, MITF primary 8, GPR151 activ -0.9 and FBW7 activator 0.0.
For Cc1ccc(C2CC(c3ccc(Cl)cc3)n3nnnc3N2)cc1 (stereo not given) the results were TEAD-YAP inh 5, MITF primary 1, GPR151 activ 0.6 and FBW7 activator -0.1.
COc1ccccc1NC(=O)c1c(C)nn(-c2ccccc2)c1Cl was read as TEAD-YAP inh -3, MITF primary 9, GPR151 activ -0.6 and FBW7 activator 0.1.
`Cc1c(C(=O)N(C)C2CCCCC2)sc2ncn(Cc3cccc(F)c3)c(=O)c12` gave TEAD-YAP inh 5, MITF primary -6, GPR151 activ -1.1 and FBW7 activator -0.1.
`N#CSc1ccc(N=Cc2c(O)[nH]c(=S)[nH]c2=O)cc1` gave TEAD-YAP inh 10, MITF primary 12, GPR151 activ 0.9 and FBW7 activator -0.4.
`CC1(C)N=C(c2cccc(Br)c2)CC(c2ccccc2O)N1` (stereo not given) gave TEAD-YAP inh -26, MITF primary -4, GPR151 activ 0.8 and FBW7 activator 0.0.
For CC1(C)CC(=O)C(C=NCc2cccc(Br)c2)=C(O)C1 the results were TEAD-YAP inh -20, MITF primary 3, GPR151 activ 0.7 and FBW7 activator 0.3.
CC(=O)N1CCc2cc(S(=O)(=O)CCC(=O)Nc3ccc(C)cc3)ccc21 was read as TEAD-YAP inh -2, MITF primary 11, GPR151 activ 1.3 and FBW7 activator 0.3.
`Cc1ccc(S(=O)(=O)N(C(=O)NC(=O)Nc2cccc(C(F)(F)F)c2)c2ccc(Cl)cc2)cc1` gave TEAD-YAP inh -5, MITF primary 6, GPR151 activ -0.9 and FBW7 activator 0.0.
Cc1ccc2c(c1)c(=O)c1ccccc1n2CCCC(=O)Nc1cccc(F)c1C#N was read as TEAD-YAP inh 9, MITF primary 1, GPR151 activ 0.3 and FBW7 activator 0.3.
Screening CCOc1ccc(/C(O)=C2\C(=O)C(=O)N(Cc3cccnc3)C2c2ccc(OC)c(OC)c2)c(C)c1 (stereo not given) returned TEAD-YAP inh 1, MITF primary 31, GPR151 activ 0.5 and FBW7 activator 0.4.
Screening Cn1c(=O)ccc2cccc([N+](=O)[O-])c21 returned TEAD-YAP inh 1, MITF primary 7, GPR151 activ -1.2 and FBW7 activator 0.0.
`COCCCN1C(=O)/C(=C/c2ccc(OC)cc2)SC1=S` gave TEAD-YAP inh 10, MITF primary 9, GPR151 activ 0.4 and FBW7 activator -0.2.
Screening CCn1c(O)c(C=Nc2cccc(O)c2)sc1=S returned TEAD-YAP inh -35, MITF primary 26, GPR151 activ -4.9 and FBW7 activator 0.6.
Clc1nc(NCCN2CCOCC2)nc(NCc2ccccc2)n1 was read as TEAD-YAP inh -5, MITF primary -4, GPR151 activ 1.9 and FBW7 activator -0.1.
Screening CCCNCc1csc(-c2ccc(OCC)c(OC)c2)n1 returned TEAD-YAP inh 3, MITF primary 6, GPR151 activ 0.0 and FBW7 activator 0.0.
Screening CC1SCC(=O)N(CC(=O)Nc2cccc(Cl)c2)C1=O (stereo not given) returned TEAD-YAP inh 0, MITF primary -7, GPR151 activ 0.8 and FBW7 activator -0.1.
Screening COc1cccc(C(=O)N2CCN3C(=O)[C@H](Cc4ccc(O)cc4)NC(=O)[C@H]3C2)c1 returned TEAD-YAP inh 8, MITF primary 9, GPR151 activ -1.1 and FBW7 activator 0.0.
COc1ccc(/C=N/NC(=O)c2nnn(-c3nonc3N)c2CN(C)C)cc1 was read as TEAD-YAP inh 4, MITF primary 13, GPR151 activ 0.1 and FBW7 activator -0.1.
For Cn1c(SCc2ccccc2)nc2c([nH]c3ccccc32)c1=O the results were TEAD-YAP inh 1, MITF primary -17, GPR151 activ 1.1 and FBW7 activator 0.4.
CC(=O)NCCCc1ccc(-c2csc(N)n2)cc1 was read as TEAD-YAP inh 57*, MITF primary 4, GPR151 activ -3.5 and FBW7 activator 0.0.
Screening CCOc1ccc(C2Nn3c(C)nnc3SC2C(=O)Nc2ccc(F)cc2)cc1 (stereo not given) returned TEAD-YAP inh 12, MITF primary -4, GPR151 activ -0.7 and FBW7 activator 0.0.
O=C(NCCc1cccc(Cl)c1)C1CCCC1 was read as TEAD-YAP inh -10, MITF primary 8, GPR151 activ 2.1 and FBW7 activator 0.3.
O=c1cc(Cc2ccccc2)nc2c(-c3ccccc3)c[nH]n12 was read as TEAD-YAP inh 16, MITF primary 3, GPR151 activ 7.4* and FBW7 activator -0.4.
`Cc1nc2sc(C(c3ccc(Cl)c(Cl)c3)N3CCC(C(N)=O)CC3)c(O)n2n1` (stereo not given) gave TEAD-YAP inh 0, MITF primary 0, GPR151 activ 0.1 and FBW7 activator 0.4.
Screening O=C1N/C(=C\c2cccc(OCc3ccccc3F)c2)C(=O)N1Cc1ccc(Cl)cc1 returned TEAD-YAP inh 2, MITF primary -2, GPR151 activ 0.2 and FBW7 activator -0.1.
For CCOC(=O)C1CCN(C(=O)Nc2ccc(Cl)cc2)CC1 the results were TEAD-YAP inh 3, MITF primary 5, GPR151 activ 0.2 and FBW7 activator 0.0.
Screening COc1ccc(/C=N/c2c(C)n(-c3ccccc3)c(=O)n2C)cc1 returned TEAD-YAP inh 6, MITF primary 12, GPR151 activ 0.5 and FBW7 activator 0.0.
For COc1ccc(-n2c(C)c(C)n3c4c(=O)n(C(C)C(C)=O)c(=O)n(C)c4nc23)cc1 (stereo not given) the results were TEAD-YAP inh 9, MITF primary -8, GPR151 activ 0.1 and FBW7 activator 0.1.
COC(=O)c1ccc(C=Nc2ccc(C)cc2O)cc1 was read as TEAD-YAP inh -29, MITF primary 0, GPR151 activ -0.3 and FBW7 activator -0.1.
CC1=C(C(=O)Nc2cc(C)ccn2)C(c2cccs2)C2=C(CC(C)(C)CC2=O)N1 (stereo not given) was read as TEAD-YAP inh -12, MITF primary 5, GPR151 activ 0.2 and FBW7 activator 0.1.
For COc1ccccc1S(=O)(=O)NC(CCSC)C(=O)O (stereo not given) the results were TEAD-YAP inh 10, MITF primary 6, GPR151 activ -0.2 and FBW7 activator 0.0.
For CCC(C)NC(=O)COc1cccc(C)c1C (stereo not given) the results were TEAD-YAP inh -4, MITF primary -1, GPR151 activ -0.5 and FBW7 activator -0.1.
`COc1cc(-c2nc(C=Nc3ccc(Cl)c([N+](=O)[O-])c3)c(O)o2)cc(OC)c1OC` gave TEAD-YAP inh 11, MITF primary 0, GPR151 activ -0.5 and FBW7 activator 0.2.
For COc1cc(/C=C2/C(=N)N3N=C(CC(C)C)SC3=NC2=O)ccc1OCCOc1ccc(C)cc1C the results were TEAD-YAP inh 10, MITF primary 3, GPR151 activ 1.5 and FBW7 activator 0.2.
For Cc1ccc(C)c(NC(=O)Cn2nc(C)n3cccc3c2=O)c1 the results were TEAD-YAP inh -3, MITF primary 2, GPR151 activ 0.4 and FBW7 activator -0.1.

Compound activity (PubChem)
